# Assay outcomes deposited in PubChem by Sanford-Burnham Center for Chemical Genomics.
# Gli-Sufu antag: Gli-Sufu pathway antagonists, primary screen, luciferase luminescence, Sufu-KO-LIGHT cells, uHTS; inhibition, % at 5 µM; Sufu-KO-LIGHT fibroblasts, Gli luciferase reporter luminescence; 0.74% of 340,000 active;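 active = inhibition above about 55%, limit read from the data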;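 note: 0% = DMSO-treated cells and 100% = wells with medium but no cells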
# UBC13 polyUb: UBC13 polyubiquitin chain formation inhibitors, primary screen, biochemical, TR-FRET, uHTS; inhibition, % at 20 µM; 0.47% of 330,000 active; AID 485273, 2010; in the data active = inhibition above about 45%, passing the limit was not always enough
# Target sequence (P61088 whole entry, looked up): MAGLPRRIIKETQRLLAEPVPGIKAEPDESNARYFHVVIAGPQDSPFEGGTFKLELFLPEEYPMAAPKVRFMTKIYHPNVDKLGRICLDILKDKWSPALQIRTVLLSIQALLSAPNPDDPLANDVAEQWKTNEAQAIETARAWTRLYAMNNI
# EBI2 antag: EBI2 receptor antagonists, beta-arrestin recruitment, primary screen, cell-based, luminescence, 7a,25-OHC stimulation, uHTS. AID 651636, 2012. inhibition, % at 5 µM. 7a,25-OHC stimulated. 0.81% of 360,000 active. G-protein coupled receptor 183 (Homo sapiens), P32249; in the data active = inhibition above about 38%;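 note: enzyme fragment complementation signal reports receptor beta-arrestin coupling in cells; 0% = agonist plus DMSO wells and 100% = wells without agonist; some results beyond the cut were filed as inactive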
# Target sequence (P32249 whole entry, looked up, the tested form may be a part): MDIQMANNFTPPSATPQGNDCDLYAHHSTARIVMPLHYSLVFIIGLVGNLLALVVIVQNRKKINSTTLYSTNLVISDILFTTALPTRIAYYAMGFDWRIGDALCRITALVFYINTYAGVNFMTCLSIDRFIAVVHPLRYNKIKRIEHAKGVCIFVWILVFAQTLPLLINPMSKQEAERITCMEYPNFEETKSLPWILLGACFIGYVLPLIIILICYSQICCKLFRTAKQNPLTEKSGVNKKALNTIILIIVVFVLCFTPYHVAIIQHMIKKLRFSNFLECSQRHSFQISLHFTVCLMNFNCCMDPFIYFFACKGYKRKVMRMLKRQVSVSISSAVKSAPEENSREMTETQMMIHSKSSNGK
# APJ antag: antagonists of human apelin receptor APJ, primary screen, CHO-K1 cells, beta-arrestin complementation, luminescence | AID 2521, 2010 | 0.32% of 330,000 active | inhibition, % at 20 µM | P35414;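 active = inhibition above about 40% at 20 µM, limit read from the data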;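 note: cells challenged with 10 nM apelin-13 agonist together with compound; plate controls were apelin-13 plus DMSO wells for no effect and DMSO wells lacking apelin-13 for full effect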
# 697 NFkB inh: inhibitors of PMA/ionomycin-induced NF-kB reporter, 697 cells, primary screen, B-cell NF-kB inhibitor project, cell-based, luminescence, uHTS | 697 B-cell NF-kB luciferase reporter, 16 h | inhibition, % at 4 µM | 0.33% of 330,000 active; in the data active = inhibition above about 35%
# Jurkat NFkB inh: inhibitors of induced NF-kB luciferase reporter, primary screen, TCR NF-kB activation inhibitor project, cell-based, luminescence, uHTS | Jurkat, PMA/ionomycin-induced NF-kB luciferase reporter | inhibition, % at 4 µM | 0.53% of 330,000 active | AID 435003, 2010; in the data active = inhibition above about 50%
# CXCR6 block: CXCR6 receptor inhibitors, primary screen, cell-based, beta-arrestin, luminescence, CHO-K1 PathHunter, 1536-well. AID 602244, 2012. inhibition, % at 20 µM. 0.36% of 360,000 active. C-X-C chemokine receptor type 6 (Homo sapiens), O00574; in the data active = inhibition above about 34%, passing the limit was not always enough;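 note: antagonist mode with CXCL16 agonist at 10 nM final; 0% = 10 nM CXCL16 with DMSO and 100% = unstimulated wells without agonist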
# CCR6 antagonist: CCR6 receptor antagonists, primary screen, cell-based, CHO-K1, luminescence, beta-arrestin, uHTS; C-C chemokine receptor type 6 (Homo sapiens), P51684; CHO-K1 CCR6 PathHunter beta-arrestin, CCL20-stimulated; inhibition, % at 20 µM; 0.49% of 340,000 active; AID 493098, 2011;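 active = compounds whose inhibition of the agonist-driven luminescence signal at 20 µM reaches about 50%, limit read from the data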;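 note: cells stimulated with CCL20 at 14 nM final; plate controls were DMSO with CCL20 for no effect and DMSO without agonist for full effect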
# Target sequence (P51684 whole entry, looked up): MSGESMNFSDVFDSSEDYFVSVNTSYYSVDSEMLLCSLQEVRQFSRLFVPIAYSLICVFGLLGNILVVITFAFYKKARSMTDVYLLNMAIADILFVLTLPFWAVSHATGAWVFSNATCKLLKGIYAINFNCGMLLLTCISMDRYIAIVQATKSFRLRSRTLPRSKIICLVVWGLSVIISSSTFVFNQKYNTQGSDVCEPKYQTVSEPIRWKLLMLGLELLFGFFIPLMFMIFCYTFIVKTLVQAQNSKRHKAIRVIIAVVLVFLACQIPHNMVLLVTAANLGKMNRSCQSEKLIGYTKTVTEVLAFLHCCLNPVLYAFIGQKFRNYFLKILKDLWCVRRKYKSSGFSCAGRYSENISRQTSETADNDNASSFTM
# * marks the source's active call; other numbers are inactive results; x = not tested or not shown.
SMILES	CXCR6 block	CCR6 antagonist	EBI2 antag	697 NFkB inh	APJ antag	Gli-Sufu antag	UBC13 polyUb	Jurkat NFkB inh
CCC(C)Nc1nc(Cl)nc(N(C#N)CN2C(=O)c3ccccc3S2(=O)=O)n1 (stereo not drawn)	22.1	-2.1	9.7	-2.0	1.1	-7.3	-2.1	14.8
COc1ccc(Nc2nnc(-c3ccc(N4CCOCC4)c([N+](=O)[O-])c3)c3ccccc23)cc1	10.9	22.8	16.7	x	x	-12.2	x	x
CCCCN(C)C(=O)CCCc1c[nH]c2ccccc12	2.7	9.6	9.1	-41.8	1.5	-24.3	-3.1	-33.9
Cc1c(-c2n[nH]c(=S)n2-c2ccc(Br)cc2)nnn1-c1ccc(Cl)cc1	9.8	4.6	8.3	-6.1	-13.7	1.2	-4.2	-9.0
COc1ccc(C(NC(=O)CC(C)C)c2c(O)ccc3ccccc23)cc1 (stereo not drawn)	-2.4	23.2	6.0	6.6	24.7	-10.4	9.7	3.8
CCCCc1nc(N)c(C#N)c(-c2ccco2)c1CCC	5.4	5.8	0.8	-2.0	10.9	6.7	26.7	6.8
CCOC(=O)Cn1cnc2c(sc3nc(C)cc(C)c32)c1=O	-0.4	1.1	-2.0	-30.1	9.2	-5.9	-1.3	-9.1
COC(=O)Cn1cnc2c(cnn2-c2ccc(OC)cc2)c1=O	4.4	4.1	-3.2	-2.1	-12.5	-14.1	2.8	9.9
CC1Cc2ccccc2N1C(=O)C1CC(=O)N(c2ccccc2)C1 (stereo not drawn)	-4.3	15.8	-8.0	7.6	4.9	7.4	1.5	16.0
NC(=O)c1ccccc1NC(=O)c1ccccc1Cl	-11.1	-11.0	-4.0	5.3	-18.6	-5.8	3.6	-17.9
CCN(CC(=O)Nc1c(F)cccc1F)C(=O)CNC(=O)c1ccc2ccccc2c1	2.9	0.1	19.3	5.8	15.2	-7.5	7.7	3.2
CCN(Cc1ccccc1)C(=O)CN1C(=O)NC(CC)(c2ccc(F)cc2)C1=O (stereo not drawn)	7.1	15.5	3.9	1.2	9.2	0.9	-12.0	-12.6
CC1CCCCC1NC(=O)Cn1cnc2sccc2c1=O (stereo not drawn)	2.4	-1.7	-6.7	1.1	16.6	16.1	-3.8	4.0
C[C@H](CO)N1C[C@H](C)[C@@H](CN(C)C(=O)Nc2ccc3c(c2)OCO3)Oc2ccc(NC(=O)C3CCCCC3)cc2C1=O	2.2	-3.5	8.0	12.8	19.2	5.6	6.4	8.2
Cc1sc2nc(CSCC(=O)N(CCC#N)c3ccccc3)[nH]c(=O)c2c1C	3.9	27.3	-2.9	8.9	17.9	16.5	0.8	-7.6
O=C(CCc1ccccc1)NCCCNC(=O)CCc1ccccc1	-4.3	-8.2	4.9	3.8	12.7	3.3	0.9	-9.7
COc1cccc(NCc2ccc([N+](=O)[O-])s2)c1	9.2	17.3	-3.9	9.3	18.2	13.8	-7.6	7.1
CCCCNC(=O)OC(C)CNC(=O)OC (stereo not drawn)	-4.2	-1.9	-5.3	14.0	2.6	2.5	7.3	5.9
Cc1ccc2nc(SCC(=O)NCc3ccc(F)cc3)nc(=O)n2c1	-1.1	-6.7	-6.8	-28.3	15.5	-4.0	-3.8	-12.8
CC1Cc2cc(S(=O)(=O)N3CCN(c4cccc(Cl)c4)CC3)ccc2N1C(=O)C1CC1 (stereo not drawn)	5.1	19.1	25.9	-7.9	-5.1	28.5	-6.1	0.8
COc1ccc(C2CC(c3ccccc3)=NN2S(=O)(=O)c2ccccc2)cc1 (stereo not drawn)	8.3	1.8	-10.5	-15.4	9.6	3.9	-2.1	0.9
Cc1ccc2c(N)c(C)ccc2c1	-21.4	5.1	-3.4	12.3	-13.4	-4.4	6.5	7.6
COc1cc(C(=O)NC2CCCCC2)ccc1OCc1ccc(Cl)cc1Cl	2.7	2.5	14.3	16.8	-0.6	3.2	4.2	14.7
Cc1onc(-c2ccccc2)c1C(=O)Nc1ccccc1NC(=O)c1c(-c2ccccc2)noc1C	4.0	-26.6	9.5	-13.5	1.9	12.4	-24.9	-1.0
O=c1c(OC2OC(CO)C(O)C(O)C2OC2OC(CO)C(O)C(O)C2O)c(-c2ccc(O)cc2)oc2cc(O)cc(O)c12 (stereo not drawn)	1.1	2.4	-2.3	8.6	15.0	4.3	-8.5	2.8

# (next part)
SMILES	CXCR6 block	CCR6 antagonist	EBI2 antag	697 NFkB inh	APJ antag	Gli-Sufu antag	UBC13 polyUb	Jurkat NFkB inh
O=C(Cn1nnc(-c2ccccc2NC(=O)c2ccco2)n1)NC1CCCCC1	-0.7	3.6	-0.2	18.9	2.5	7.9	6.3	3.7
COc1cccc(NC(=O)Nc2nc(SC)ns2)c1	-9.1	-13.1	0.8	-131.6	2.1	-84.7	-0.8	-75.8
O=C(/C=C/C=C/c1ccc2c(c1)OCO2)N1CCCCC1	6.8	6.2	6.9	-67.9	-58.1	-60.1	4.6	-84.3
COc1cc2cc(CCOC(=O)c3ccc(C(F)(F)F)cc3)oc(=O)c2cc1OC	-4.7	-4.4	3.4	-10.6	1.7	-3.9	10.9	-5.4
COc1cccc(C=NCC(C)N=Cc2cccc(OC)c2O)c1O (stereo not drawn)	-5.4	3.2	1.1	6.2	-0.5	4.5	6.7	5.4
O=C(NNc1cc(Cl)cc(Cl)c1)c1c(F)cccc1Cl	7.3	-0.2	0.6	1.1	-9.7	-6.1	7.9	-8.0
COc1ccc(OC)c(NC(=O)NNS(=O)(=O)c2ccc(C)cc2C)c1	-3.8	7.4	0.0	16.8	8.1	6.2	2.2	-8.5
COc1ccc(C(=O)NC(C)c2cccnc2)cc1S(=O)(=O)N(C)Cc1ccccc1 (stereo not drawn)	5.3	11.3	2.7	11.5	-6.7	2.3	1.5	7.6
C1CC(CN2CCOCC2)CN(Cc2nc(CC3CC3)no2)C1 (stereo not drawn)	3.7	0.9	-26.1	5.5	-4.2	-10.9	-4.9	-5.0
CN(C)S(=O)(=O)c1cccc(NC(=O)c2cc([N+](=O)[O-])ccc2N2CCCCC2)c1	16.5	34.3	23.3	23.1	4.4	7.5	-15.6	27.7
CCOC(=O)c1c(C)[nH]c(C)c1S(=O)(=O)NC1CCN(C(=O)OCC)CC1	-3.3	5.4	-8.0	12.7	16.5	-8.4	0.3	4.1
COC(=O)CN=C1OC(=O)N2C(=O)C3=C4[C@@H](C[C@H]5C(=O)N(c6ccccc6)C(=O)[C@H]5[C@H]4[C@@]12Cc1ccccc1)[C@H]1C(=O)N(c2ccccc2)C(=O)[C@H]1[C@H]3C	2.7	8.0	-6.3	4.9	-0.1	-6.5	0.6	-3.0
COCCn1c(=O)[nH]c2cc(C(=O)NC3CCCCCC3)ccc2c1=O	2.6	3.3	-7.2	17.6	-14.8	3.1	5.3	-0.7
CCN(CC(=O)Nc1cc(Cl)ccc1C)C(=O)c1cc(S(=O)(=O)N2CCCCCC2)ccc1OC	-2.0	11.4	11.5	-29.0	-54.2	-5.0	3.4	8.5
NS(=O)(=O)c1ccc(NC(=O)c2ccc(Cl)c(S(=O)(=O)NCc3ccco3)c2)cc1	2.4	-7.8	-7.2	0.4	23.9	7.2	4.0	6.5
CC(C)C[C@H]1CN=C(Nc2ccccc2)N1CCC1CCCCC1	6.1	2.5	-2.4	-41.0	-47.9	35.0	19.9	-19.2
O=C(c1cc(S(=O)(=O)N2CCCCC2)c(Cl)cc1N1CCOCC1)N1CCOCC1	-2.3	-6.1	-13.7	5.0	25.7	0.5	0.7	10.6
COC(=O)c1ccc(C(=O)OC)c(NC(=O)COC(=O)C2CCCCC2)c1	2.2	7.9	8.6	26.4	16.3	-0.8	20.5	1.3
CCOC(=O)CNC(=O)CSc1nnc(NC(=O)c2ccc(S(=O)(=O)N3CCOCC3)cc2)s1	0.2	11.7	1.2	14.1	-5.7	-6.7	-5.0	-6.5
COC(C/C=C/[C@H](O)[C@H](C)OCc1ccccc1)OC	2.1	11.4	-2.3	21.0	3.8	-18.9	3.1	17.6
O=[N+]([O-])c1ccc(N2CCOCC2)cc1NC(c1ccccc1)c1ccccc1	14.8	23.4	21.9	7.5	10.1	9.3	-5.3	1.4
Cc1ccc2c(c1)c1c3n2CC(=C2C(=O)OC(C)(C)OC2=O)NC3CCC1 (stereo not drawn)	9.4	11.7	24.9	-6.4	-15.8	12.1	-1.7	5.2
O=C(CCC(=O)N1CCCC1)Nc1nnc(C2CCCCC2)s1	0.6	-19.1	0.0	-3.4	-1.5	-4.5	-17.6	-12.2
Cc1nc(/C(N)=N/OC(=O)c2ccc(Cl)cc2)c(C(F)(F)F)o1	-1.6	-12.6	4.1	-11.2	-27.9	4.7	-7.2	-22.1
N#Cc1c(NC(=S)NC(=O)Cc2cccs2)sc2c1CCCCC2	3.4	19.8	5.9	-13.9	28.4	11.9	-10.1	-14.8

# Entries from the list above with a cyano group:
SMILES	CXCR6 block	CCR6 antagonist	EBI2 antag	697 NFkB inh	APJ antag	Gli-Sufu antag	UBC13 polyUb	Jurkat NFkB inh
CCC(C)Nc1nc(Cl)nc(N(C#N)CN2C(=O)c3ccccc3S2(=O)=O)n1 (stereo not drawn)	22.1	-2.1	9.7	-2.0	1.1	-7.3	-2.1	14.8
CCCCc1nc(N)c(C#N)c(-c2ccco2)c1CCC	5.4	5.8	0.8	-2.0	10.9	6.7	26.7	6.8
Cc1sc2nc(CSCC(=O)N(CCC#N)c3ccccc3)[nH]c(=O)c2c1C	3.9	27.3	-2.9	8.9	17.9	16.5	0.8	-7.6
N#Cc1c(NC(=S)NC(=O)Cc2cccs2)sc2c1CCCCC2	3.4	19.8	5.9	-13.9	28.4	11.9	-10.1	-14.8

# Next section:
SMILES	CXCR6 block	CCR6 antagonist	EBI2 antag	697 NFkB inh	APJ antag	Gli-Sufu antag	UBC13 polyUb	Jurkat NFkB inh
CC1CC(C)CN(C(=O)COc2ccc([N+](=O)[O-])cc2Cl)C1 (stereo not drawn)	-0.9	19.9	7.3	-10.1	-5.9	9.5	-13.4	-1.1
CCOC(=O)CN1C(=O)S/C(=C/c2ccc(N3CCCCC3)o2)C1=O	4.1	0.0	3.1	5.2	7.5	-6.6	-53.0	6.9
CC1(C)CC(=O)C2=C(C1)OC(N)=C(C#N)C2c1ccc[nH]1 (stereo not drawn)	11.0	14.5	-22.5	-3.7	-2.6	2.4	-10.9	4.8
CCc1nc2c(nnn2Cc2ccc(F)cc2)c(=O)[nH]1	0.6	9.0	0.4	12.1	17.4	10.2	1.0	-2.9
COc1ccc(CNC(=O)COC(=O)C2CCC(C(C)(C)C)CC2)cc1 (stereo not drawn)	-8.0	7.7	11.3	-0.3	7.7	-3.5	11.3	-12.8
CCOc1ccc(NC(=O)c2ccc(S(=O)(=O)N(C)C)cc2)cc1	-0.7	11.8	6.8	-3.5	6.2	10.0	10.3	-14.9
O=C(CN1C(=O)COc2ccc(Cl)cc21)NC1CC1	-2.7	-3.2	-5.1	-52.1	-14.9	-12.2	-6.0	-7.1
CC(=O)Nc1cc(C(N)=O)c(Cl)cc1Cl	1.7	-4.4	-7.7	14.1	0.7	2.3	0.5	9.9
Cc1nc(C)c(-c2ccc(SCC(=O)Nc3ccccc3)nn2)s1	-3.9	-5.9	-4.8	13.0	-1.1	8.8	-1.9	12.1
N/C(CS(=O)(=O)c1ccccc1)=N\OC(=O)c1ccc(F)cc1	-5.6	5.2	0.1	-17.2	-13.1	-14.4	3.8	-24.5
O=C(CSc1ncccc1C(=O)O)c1ccccc1	3.5	-5.1	-0.9	-56.9	-3.5	-0.2	2.5	-33.2
COc1ccc2nc(NC(=O)CCN3C(=O)c4ccccc4C3=O)sc2c1	3.5	12.3	-7.8	20.4	1.0	-8.1	4.2	0.4
